High-throughput results from PubChem.
aSyn yeast rescue = alpha-synuclein toxicity suppression in yeast; S. cerevisiae alpha-synuclein toxicity rescue, BacTiter-Glo growth, 24 h; Potency, µM (doses to about 46.1 µM), inactives show at the highest dose growth rescue (activation), usual class: activators; 94,000 tested, 0.02% active; AID 1347070; active = well fitted activation curve with a large enough effect; inconclusive = small, poorly fitted or top-dose-only effect; note: 0% is about no effect
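Growth restoration measured by BacTiter-Glo luminescence after 24 hr at 30 deg C; alpha-synuclein yeast, raffinose-pregrown to mid-log, were added at OD600=0.02 in galactose medium onto pinned compounds.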
The depositor's hits bear a star; u = inconclusive; [ ] = remark or other dose. Potency is the fitted concentration of half-maximal effect. Some of the compounds tested; the hit share may differ from the screen's.

SMILES	aSyn yeast rescue
CC(C)[C@H](NC(=O)c1ccccc1)C(=O)OCC(=O)N1CCN(C(=O)c2ccco2)CC1	8%
CCn1c(C(=O)N2CCCC(C(=O)NCCCOC)C2)cc2sccc21 (stereo not given)	-9%
Cc1ccc(-c2nc3ccc(Cl)cn3c2Nc2ccc3c(c2)OCCO3)o1	4%
CCc1ccccc1NC(=O)CCn1nc(C)c2c(C)n(-c3ccccc3)nc2c1=O	-1%
CCC(=O)N1CCc2cc(S(=O)(=O)NCCC(=O)Nc3cccc(C)c3C)ccc21	-4%
O=C(Cn1cc(S(=O)(=O)c2ccc(Cl)cc2)c(=O)c2ccccc21)Nc1ccc2c(c1)OCO2	-7%
COc1ccccc1C(=O)Nc1c(C(=O)N(C)Cc2ccccc2)sc2nc(C)c(Cl)c(C)c12	7%
CCn1c(SCC(N)=O)nnc1C(C)C	-2%
CCC(C)Sc1nc(C)nc2c1c(=O)n(C)c(=O)n2C (stereo not given)	7%
Cc1ccc(C)c(S(=O)(=O)c2cn(Cc3ccccc3)c3cc(F)c(F)cc3c2=O)c1	15%
O=C(CCNC(=O)c1ccc(Br)cc1)OCc1ccccc1Cl	-2%
Cc1c(NC(=O)CN2C(=O)NC(C)(c3ccccc3Cl)C2=O)c(=O)n(-c2ccccc2)n1C (stereo not given)	2%
O=C(CN1C(=O)C2CCCCN2c2ccc(C(=O)N3CCCC3)cc21)NCc1ccccc1F (stereo not given)	-1%
CC(=O)Nc1cccc(NC(=O)c2cccc3cccnc23)c1	16%
CCN(CC(=O)NCc1ccc(Cl)cc1)C(=O)CCC(=O)c1ccc(F)cc1	6%
COc1cccc(C(=O)N2CCC(N3CCN(Cc4ccc(F)cc4)C(=O)C3=O)CC2)c1	-1%
COc1cc(OC)c(NC(=O)C(Cc2ccccc2)NS(=O)(=O)c2cccc3nsnc23)cc1Cl (stereo not given)	12%
Cc1cccn2c(=O)cc(CSc3nnc(NC(=O)c4ccc(F)cc4)s3)nc12	2%
CC(=O)c1ccc(NC(=O)COc2ccccc2-c2nc(C(C)C)no2)cc1	7%
O=C(Nc1ccc(F)cc1F)c1cc(-c2ccc(Cl)cc2)on1	-2%
CN(C)S(=O)(=O)c1cc(NC(=O)CNCc2ccccc2)ccc1Cl	8%
Cc1cccc(NC(=O)CSc2nnc3[nH]c(=O)cc(-c4ccccc4)n23)c1C	-9%
Cc1[nH]n(-c2ccccc2)c(=O)c1C=NCc1ccncc1	-3%
COc1cc(OC)c(OC)cc1/C=C/c1cc(C(=O)O)c2ccccc2n1	5%
Cc1ccc(NC(=O)c2ccc(OCC3CCCO3)cc2)nc1 (stereo not given)	0%
COc1cc(NS(=O)(=O)c2ccc3oc(=O)c4ncn(C)c4c3c2)cc(OC)c1	-7%
COc1ccc(CCC(=O)NC2CC(=O)N(c3ccc(C)cc3)C2)cc1 (stereo not given)	2%
CCOC(=O)c1ccccc1NC(=O)N1CCC(CN2CCCCC2)CC1	1%
CCc1nn(CCCC(=O)NCc2ccc(C)cc2)c(=O)c2cc3occc3n12	-5%
Cc1cccc(NC(=O)c2sc3nc(-c4cc5ccc(O)cc5oc4=O)[nH]c(=O)c3c2C)c1	-35%[inhibitor]
COc1ccc(NS(=O)(=O)c2ccc3[nH]c(=O)ccc3c2)cc1OC	-6%
O=C(NCN1C(=O)C2C3C=CC(C3)C2C1=O)Nc1ccccc1O (stereo not given)	3%
CCOC(=O)c1c(C)[nH]c(CCC(=O)Nc2cc(C)ccc2OC)c1C	-11%
COc1ccc(OC)c(NC(=O)c2cnc(N3CCCC3)nc2C)c1	-4%
CCCc1cc(=O)[nH]c(SCC(=O)c2ccc3c(c2)NC(=O)CO3)n1	-3%
CCN(C(=O)Cn1nc(Cc2ccncc2)c2ccccc2c1=O)c1ccc(OC)cc1	2%
CCCC(=O)Nc1ccccc1OCc1cc(=O)n2cc(C)ccc2n1	0%
O=C1N/C(=N\S(=O)(=O)Cc2ccccc2)S/C1=C/c1cc([N+](=O)[O-])ccc1O	-4%
COc1ccc(CC(=O)NNS(=O)(=O)c2ccccc2[N+](=O)[O-])cc1	-1%
CCOc1ncccc1C(=O)OCC(=O)NC1CCCCCC1	1%

Some of the entries so far, in markdown.
| mol | aSyn yeast rescue |
| --- | --- |
| COc1cc(OC)c(OC)cc1/C=C/c1cc(C(=O)O)c2ccccc2n1 | 5% |
| Cc1ccc(NC(=O)c2ccc(OCC3CCCO3)cc2)nc1 (stereo not given) | 0% |
| COc1cc(NS(=O)(=O)c2ccc3oc(=O)c4ncn(C)c4c3c2)cc(OC)c1 | -7% |
| COc1ccc(CCC(=O)NC2CC(=O)N(c3ccc(C)cc3)C2)cc1 (stereo not given) | 2% |
| CCOC(=O)c1ccccc1NC(=O)N1CCC(CN2CCCCC2)CC1 | 1% |
| CCc1nn(CCCC(=O)NCc2ccc(C)cc2)c(=O)c2cc3occc3n12 | -5% |
| Cc1cccc(NC(=O)c2sc3nc(-c4cc5ccc(O)cc5oc4=O)[nH]c(=O)c3c2C)c1 | -35%[inhibitor] |
| COc1ccc(NS(=O)(=O)c2ccc3[nH]c(=O)ccc3c2)cc1OC | -6% |
| O=C(NCN1C(=O)C2C3C=CC(C3)C2C1=O)Nc1ccccc1O (stereo not given) | 3% |
| CCOC(=O)c1c(C)[nH]c(CCC(=O)Nc2cc(C)ccc2OC)c1C | -11% |
| COc1ccc(OC)c(NC(=O)c2cnc(N3CCCC3)nc2C)c1 | -4% |
| CCCc1cc(=O)[nH]c(SCC(=O)c2ccc3c(c2)NC(=O)CO3)n1 | -3% |
| CCN(C(=O)Cn1nc(Cc2ccncc2)c2ccccc2c1=O)c1ccc(OC)cc1 | 2% |
| CCCC(=O)Nc1ccccc1OCc1cc(=O)n2cc(C)ccc2n1 | 0% |
| O=C1N/C(=N\S(=O)(=O)Cc2ccccc2)S/C1=C/c1cc([N+](=O)[O-])ccc1O | -4% |
| COc1ccc(CC(=O)NNS(=O)(=O)c2ccccc2[N+](=O)[O-])cc1 | -1% |
| CCOc1ncccc1C(=O)OCC(=O)NC1CCCCCC1 | 1% |

Continued.
SMILES	aSyn yeast rescue
CC(=O)NCCNC(=O)c1cccc(NS(=O)(=O)c2ccc3c(c2)OCCO3)c1	1%
CCOc1ccc(CNC(=O)c2cnc(SC)nc2CC)cc1	2%
CC(C)(C)OC(=O)N1CCN(C(=O)c2ncn3c2c(=O)[nH]c2ccccc23)CC1	2%
CCCN(C(=O)c1cc(S(=O)(=O)N2CCCCC2)ccc1Cl)C1CCS(=O)(=O)C1 (stereo not given)	-11%
Cc1cccc(OCC(=O)Nc2c(C(=O)N3CCN(c4ccccc4F)CC3)oc3ccccc23)c1	-6%
CC1CCN(S(=O)(=O)c2ccc3nc(NCc4ccc(F)cc4)ccc3c2)CC1	14%
COc1ccc(C)cc1NC(=O)CN1C(=O)COc2ccc(S(=O)(=O)NC3CCCC3)cc21	-2%
NC(=O)c1ccsc1NC(=O)COC(=O)c1ccncc1	7%
COc1ccc(-n2nc3c(c2NC(=O)COc2ccccc2OC)CS(=O)(=O)C3)cc1	-7%
CC(=O)c1cccc(NC(=O)C2CCN(S(=O)(=O)c3ccccc3)CC2)c1	7%
CN=C(Nc1cccc(Cl)c1)SC1CC(=O)N(c2ccc(OC)cc2)C1=O (stereo not given)	10%
Cc1ccc(-n2nnnc2-c2cccnc2)cc1	-6%
COc1ccc(S(=O)(=O)N(C)[C@H]2C[C@H]3c4cc(-c5ccccc5)ccc4CCN3C(=O)[C@H]2[C@H](C)O)cc1	1%
COc1cc2nc(NC(=O)c3ccc(S(=O)(=O)N4CCCC4)cc3)sc2cc1OC	-10%
Cc1ccc(CNC(=O)c2ccc3c(O)c(S(=O)(=O)c4ccc(Cl)cc4)c(=O)[nH]c3c2)cc1	-2%
NS(=O)(=O)c1ccc(CCNC(=O)CCc2nc3ccccc3s2)cc1	-2%
Cc1ccc(N2CC(C(=O)N3CCC(C(=O)Nc4nncs4)CC3)CC2=O)cc1 (stereo not given)	-2%
O=C(CNC(=O)c1ccccc1F)OCC(=O)N1CCCc2ccccc21	1%
CCOC(=O)N1CCN(C(=O)c2ccc(CSc3ccc(Cl)cc3)cc2)CC1	0%
O=C(NC(=S)NC(=O)c1ccccc1F)c1ccccc1F	2%
CCN(CC)C(=O)C1(P(=O)(c2ccccc2)c2ccccc2)CCC1	6%
COc1ccc(C)cc1S(=O)(=O)NCc1cccs1	1%
Cc1ccc2ccc3cc(C(=O)Nc4ccc(C)c(F)c4)nc3c2[nH]1	-12%
COCCn1c(CNC(=O)c2cccc(N(C)C)c2)nc2cccnc21	-1%
CC(C)CCOc1ccc(C(=O)Nc2sc3c(c2C#N)CCCCC3)cc1	5%
Cc1nc2ccccc2cc1C(=O)NCc1ccc(F)cc1	13%
CCOC(=O)c1c(S(=O)(=O)N2CCCC(C(=O)Nc3cccc(Cl)c3)C2)c(C)n(C)c1C (stereo not given)	-9%
CC(C)c1nn2c(=O)cc(COC(=O)c3cccc(NC(=O)CCc4ccccc4)c3)nc2s1	-1%
COc1ccc(NC(=O)CN2C(=O)COc3ccc(S(=O)(=O)N4CCCCCC4)cc32)cc1	3%
Cc1ccc(NC(=O)CN2CCN(C3CCCCC3)C(=O)C2=O)cc1C	-2%
O=C(CSc1nc(=O)n(Cc2ccccn2)c2c1CCC2)Nc1cccc(Cl)c1	4%
Cc1cccc(NC(=O)C(=O)c2cc(C)n(-c3ccccc3)c2C)c1C	-21%
CCOc1ccc(NC(=O)NCc2ccc3c(c2)CCN3C(C)=O)cc1	-13%
COc1ccc(C)cc1NC(=O)C1CCN(C(=O)c2ccc(C(C)(C)C)cc2)CC1	15%
CC(/C=C/c1ccc(C)o1)=C\C(=O)O	-12%
NC(=O)C1CCN(S(=O)(=O)c2cc3c(cc2Cl)NC(=O)CO3)CC1	-1%
Cc1cc(NC(=O)c2cc(-c3ccc(Br)cc3)on2)no1	-7%
COc1ccc(-c2nnc(SCC(=O)Oc3cccc(C)c3C)o2)cc1	6%
COc1cccc(CNC(=O)c2ccc(-c3nc(CS(=O)(=O)c4ccccc4)c(C)o3)cc2)c1	-10%
O=C(Nc1nc2ccc(Cl)cc2s1)c1ccc(S(=O)(=O)N2CCCC2)cc1	-16%
Cc1ccc(C)c(N2N=C(C(=O)O)CCC2=O)c1	0%
COc1ccc(S(=O)(=O)N2CCCC2CNC(=O)C(=O)NCc2cccs2)cc1 (stereo not given)	4%
Oc1cccc2ccc(/C=C/c3ccccc3Cl)nc12	24%
CC(C)Cn1c(C(C)NC(=O)Cc2ccccc2)nc2ccccc21 (stereo not given)	6%
CCc1cccc(NC(=O)Cn2nc(-c3ccc(OC)cc3)ccc2=O)c1	u
CCc1ccccc1NC(=O)c1cnc2sc(N3CCOCC3)nn2c1=O	-17%
O=C(CSc1nc2c(c(=O)[nH]1)CN(Cc1ccc3c(c1)OCO3)CC2)Nc1ccccc1Cl	2%
COc1ccc([C@H]2C[C@@H](n3cc(COC(=O)c4ccccc4)nn3)[C@H](O)CN2C(=O)C2CCCCC2)cc1	0%
CCN(C(=O)Cn1cnc2onc(-c3ccc(F)cc3)c2c1=O)c1cc(C)ccc1C	-2%
COc1ccc(C2(CNC(=O)c3cc([N+](=O)[O-])cc([N+](=O)[O-])c3)CCCC2)cc1OC	6%
Cn1ccc2c(OCC(=O)NCc3ccc(F)cc3)cccc2c1=O	8%
Cc1cccc(C(=O)Nc2ccc(-c3nc4ncccc4o3)cc2C)c1	-7%
CCN(CC(=O)NCc1ccc(Cl)cc1)C(=O)CCc1ccccc1O	-2%
O=C(N/C(=C/c1ccc(F)cc1)C(=O)N1CCOCC1)c1ccco1	11%
CCOC(=O)c1sc(=S)n(Cc2ccccc2)c1C	11%
Cc1c(C(=O)Nc2nccs2)oc2c(Cl)cccc12	5%
C#CCN(C[C@H]1[C@H](OC(=O)NCc2ccc(OC)c(OC)c2)[C@H](OC(=O)NCc2ccc(OC)c(OC)c2)C[C@@H](C(=O)OC)[C@H]1C(=O)OC)S(=O)(=O)c1ccc(C)cc1	-1%
O=C(Cn1cnc2c(nnn2-c2ccccc2)c1=O)N1CCCc2ccccc21	-1%
CSc1ncc(Cl)c(C(=O)Nc2nc3ccc(F)cc3s2)n1	-8%
Cc1cccc(C)c1NC(=O)CCS(=O)(=O)c1ccc2c(c1)CC(C)N2C(=O)C1CC1 (stereo not given)	3%
Further structures.
SMILES	aSyn yeast rescue
Cc1ccc(NC(=O)c2sc(-n3nc(C)c(CCC(C)C)c3C)nc2C)cc1C	1%
CC(C)OCCCn1c(=O)c2ccccc2n2c(-c3ccc(F)cc3)nnc12	1%
CC1Nc2nc(N(C)C)[nH]c(=O)c2NC1C (stereo not given)	-4%
Cc1cc(C(=O)COC(=O)/C=C/c2cccc(F)c2)c(C)n1C	6%
CC(=O)c1ccc(NC(=O)CCc2c(C)nn(-c3ccc(N4CCCCC4)nn3)c2C)cc1	-1%
COc1cc(OC)c(NC(=O)c2c(N3CCCC3=O)c3cc(C)ccc3n2C)cc1Cl	-4%
COc1cc(OC)c(OC)cc1CNCCCSc1nnnn1C	3%
O=C(c1nc(-c2ccc(Cl)cc2)n2c1CCCCC2)N1CCN(c2ccccc2)CC1	u
O=C(CCCOc1ccc(Br)cc1)Nc1ccc(S(=O)(=O)N2CCOCC2)cc1	1%
CCOc1ccc(NS(=O)(=O)c2ccc(C(=O)NCc3cccnc3)cc2)cc1	0%
CCC(C(=O)Nc1ccc(C(C)C)cc1)n1nc(C)n2c(cc3cc(C)ccc32)c1=O (stereo not given)	5%
CN(CC(=O)Nc1ccc(Cl)cc1)C(=O)C1CCCC1	1%
Cc1ccc(C)c(NC(=O)Nc2cccc(-c3cn4cccnc4n3)c2)c1	-7%
O=C(NCc1c(-n2cccc2)sc2c1CCCC2)Nc1cccc(C(F)(F)F)c1	-2%
C/C(=N/NC(=O)CCCOc1ccc(Cl)cc1Cl)c1ccc(C)o1	6%
FC(F)(F)c1cc(-c2ccccc2)nc2cc(-c3ccccc3)nn12	-5%
Cc1nnc(NC(=O)CSc2nnc(-c3ccccc3)n2C)s1	-4%
CCCOc1ccc(OC(=O)c2sc3ncn(Cc4cccc(F)c4)c(=O)c3c2C)cc1	2%
